Screening data deposited in PubChem by several laboratories.
CHRM5 antagonist – human M5 muscarinic receptor antagonists, primary screen, CHO cells, Fluo-8 calcium fluorescence. Muscarinic acetylcholine receptor M5 (Homo sapiens), P08912. CHO-hM5 cells, ACh EC80. inhibition, % at 3 µM. 360,000 compounds, 0.59% hits;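 active = inhibition above a per-plate cutoff, the mean of that plate's test compounds plus 3 SD, cut at about 27% in these data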;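 also: 0% = acetylcholine EC80 with DMSO and 100% = DMSO without agonist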
CRFBP-R2 block – antagonists of CRF-BP/CRF-R2 complex, primary screen, cell-based, HEK293, calcium dye fluorescence, uHTS. CRF-induced calcium fluorescence. inhibition, % at 11.8 µM. 350,000 compounds, 0.59% hits. AID 588475, 2011;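 active = inhibition of the ligand-induced calcium signal above about 50% at the single tested concentration, limit read from the data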
CHRM4 agonist – human M4 muscarinic receptor agonists, primary screen, CHO-K1 cells, Fluo-8 calcium fluorescence. CHO-K1 hM4/Gqi5; vehicle 0%, full acetylcholine response 100%. activation, % at 3 µM. AID 624127, 2012. 360,000 compounds, 0.14% hits. Muscarinic acetylcholine receptor M4 (Homo sapiens), P08173;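 active = activation above the run mean over all test wells plus 3 SD, cut at about 32% in these data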;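 also: peak over basal fluorescence ratio per well then scaled between controls; 0% = DMSO wells and 100% = acetylcholine at EC100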
Target sequence (P08173 whole entry, looked up): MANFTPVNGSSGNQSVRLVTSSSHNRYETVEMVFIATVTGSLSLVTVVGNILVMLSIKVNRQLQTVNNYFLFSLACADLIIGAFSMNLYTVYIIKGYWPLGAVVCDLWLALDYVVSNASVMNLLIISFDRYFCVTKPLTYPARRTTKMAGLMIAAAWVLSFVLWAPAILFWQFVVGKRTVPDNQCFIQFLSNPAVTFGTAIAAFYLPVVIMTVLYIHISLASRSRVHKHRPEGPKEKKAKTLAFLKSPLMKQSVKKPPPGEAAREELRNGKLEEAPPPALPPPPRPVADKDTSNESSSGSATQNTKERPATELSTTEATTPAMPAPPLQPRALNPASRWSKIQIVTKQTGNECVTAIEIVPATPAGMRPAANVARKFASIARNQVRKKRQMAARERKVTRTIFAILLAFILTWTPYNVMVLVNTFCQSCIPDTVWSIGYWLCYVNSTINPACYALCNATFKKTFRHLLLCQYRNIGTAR
M4 antag – human M4 muscarinic receptor antagonists, primary screen, CHO cells, Fluo-8 calcium fluorescence; Muscarinic acetylcholine receptor M4 (Homo sapiens), P08173; CHO-hM4 cells, ACh EC80; inhibition, % at 3 µM; 360,000 compounds, 0.73% hits; AID 624125, 2012;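 active = inhibition above its plate's cutoff, the mean inhibition of sample wells plus 3 SD, cut at about 27% in these data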;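 also: 0% = acetylcholine EC80 with DMSO and 100% = DMSO without agonist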
CRFR2-BP ag – agonists of CRF-BP/CRF-R2 complex, primary screen, cell-based, HEK293, calcium dye fluorescence, uHTS; CRF-binding protein / CRF receptor 2 complex (human); calcium dye fluorescence (FLIPR); percent of saturating CRF peptide response; activation, % at 13.2 µM; 350,000 compounds, 0.46% hits; AID 588473, 2011;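 active = activation of at least 50%, plus an integration ratio under a set limit after plate pattern correction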;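 also: plate controls were neutral control wells without compound for no effect and CRF at EC100 for full effect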
M5 ag – human M5 muscarinic receptor agonists, primary screen, CHO-K1 cells, Fluo-8 calcium fluorescence; activation, % at 3 µM; CHO-K1 hM5 cells; 0% DMSO wells, 100% maximal acetylcholine response; 360,000 compounds, 0.19% hits; AID 624037, 2012;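 active = activation above the run's mean over test compounds plus 3 SD, cut at about 23% in these data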;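 also: signal is peak over basal fluorescence ratio across the kinetic read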
CHRM5 PAM – human M5 muscarinic receptor positive allosteric modulators, primary screen, CHO-K1 cells, Fluo-8 calcium fluorescence; Muscarinic acetylcholine receptor M5 (Homo sapiens), P08912; CHO-K1 hM5, ACh EC20 PAM; 0% = ACh EC20, 100% = ACh EC100; activation, % at 3 µM; 360,000 compounds, 0.3% hits;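 active = activation above the run cutoff, the mean activation of all test compounds plus 3 SD, cut at about 18% in these data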
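Replicates: One well per compound, no replicates | System: Human M5 receptor in CHO-K1 cells | Benchmarks: Low control EC20 acetylcholine (0%), high control EC100 acetylcholine (100%) | Probe or stimulus: Acetylcholine, EC20 level | Times: Fluo-8 loading 80 min at 37 °C plus 30 min room temperature | Signal: Intracellular calcium via Fluo-8 fluorescence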
CHRM4 PAM – human M4 muscarinic receptor positive allosteric modulators, primary screen, CHO-K1 cells, Fluo-8 calcium fluorescence; Muscarinic acetylcholine receptor M4 (Homo sapiens), P08173; CHO-K1 hM4/Gqi5, ACh EC20; 0% = ACh EC20, 100% = maximal ACh; activation, % at 3 µM; 360,000 compounds, 0.4% hits; AID 624126, 2012;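 active = activation above its plate's cutoff, the mean activation of sample wells plus 3 SD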; also: some results filed as inactive read as strong as hits
M1 PAM – human M1 muscarinic receptor positive allosteric modulators, primary screen, CHO-K1 cells, Fluo-8 calcium fluorescence, 1536-well | activation, % at 3 µM | 360,000 compounds, 0.088% hits | AID 588819, 2011 | Muscarinic acetylcholine receptor M1 (Homo sapiens), P11229 | CHO-K1 hM1, ACh EC20; 0% = ACh EC20, 100% = maximal ACh; in the data active = activation above about 19%, passing the limit was not always enough
Target sequence (P11229 whole entry, looked up): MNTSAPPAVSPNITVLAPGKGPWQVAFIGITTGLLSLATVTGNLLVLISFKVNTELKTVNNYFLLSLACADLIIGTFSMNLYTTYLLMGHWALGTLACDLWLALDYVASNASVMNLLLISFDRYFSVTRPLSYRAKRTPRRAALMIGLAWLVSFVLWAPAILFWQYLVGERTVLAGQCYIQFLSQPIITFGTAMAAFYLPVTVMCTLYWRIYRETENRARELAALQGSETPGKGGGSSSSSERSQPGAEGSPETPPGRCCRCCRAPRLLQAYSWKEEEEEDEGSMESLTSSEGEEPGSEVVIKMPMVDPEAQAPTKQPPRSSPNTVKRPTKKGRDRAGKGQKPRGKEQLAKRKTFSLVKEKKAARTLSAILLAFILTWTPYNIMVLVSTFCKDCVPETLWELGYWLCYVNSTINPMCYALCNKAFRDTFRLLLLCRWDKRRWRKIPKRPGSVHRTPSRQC
Starred values were filed as active, the others as inactive; nt = no result given.

1. COc1cc(NC(=O)COC(=O)/C=C/c2ccc(O)c(OC)c2)cc(OC)c1
2. O=C(CN1C(=O)NC2(CCCCC2)C1=O)Nc1cc(C(F)(F)F)ccc1N1CCCC1
3. COc1ccc(-n2ncc(S(=O)(=O)c3ccccc3)c2-c2ccc(Cl)cc2)cc1
4. CN(Cc1ccccc1)CC(O)COc1ccc(CNCc2cccnc2)cc1 (stereo unspecified)
5. COC(=O)c1ccc(C(C2C(=O)CC(C)(C)CC2=O)C2C(=O)CC(C)(C)CC2=O)cc1
6. CCNc1nc(NCC)n2c(SCC(=O)Nc3ccc(C)cc3Br)nnc2n1
7. C/C(=N\NC(=O)c1ccc(O)cc1)c1cccc(NC(=O)c2ccc(Cl)cc2)c1
8. COc1ccc(F)cc1S(=O)(=O)N1CCc2ccccc2C1
9. CC1=NN(c2ccc(C)cc2C)C(=O)C1C(c1ccccc1O)C1C(=O)N(c2ccc(C)cc2C)N=C1C (stereo unspecified)
10. CC1CC(C)CN(C(=O)CN(C)S(=O)(=O)c2ccc3c(c2)c(=O)n(C)c(=O)n3C)C1 (stereo unspecified)
assay / compound,1,2,3,4,5,6,7,8,9,10
CRFBP-R2 block,-4,-40,11,-2,6,17,7,12,-12,-7
CHRM4 PAM,1,4,-15,-2,-9,1,-4,-2,8,-3
CHRM4 agonist,4,0,-2,4,1,1,4,3,1,0
CHRM5 PAM,-8,0,-5,1,-2,9,0,0,8,-3
M4 antag,-3,-14,10,11,-3,-1,3,-16,-5,-2
CRFR2-BP ag,-0.1,-0.9,4.7,5.3,0.1,-2.4,-2.1,1.9,-1.4,3.4
M1 PAM,5,7,-12,-3,15,7,7,-1,6,1
M5 ag,0,2,-3,-6,-4,3,2,-3,1,-1
CHRM5 antagonist,8,2,8,0,15,0,4,-3,-7,0

11. CCSc1ccccc1C(=O)Nc1ccc2c(c1)OCO2
12. COc1cc2c(cc1OC)/C(=C/C(=O)c1ccc(C)cc1)NCC2
13. COc1ccc(CC(=O)NCc2nnc(SCc3ccc([N+](=O)[O-])cc3)n2C)cc1
14. CCCC(=O)N1CCC1(C)C(=O)Nc1ccc2c(c1)CCN2C(C)=O (stereo unspecified)
15. C=CCNC(=O)CSc1nnc(-c2cccs2)o1
16. Cc1ccc(C)c(-n2c(SCC(=O)Nc3nonc3C)nnc2-c2ccoc2C)c1
17. Cn1c(=O)[nH]c(=O)c2cc(C(=O)c3cc(F)ccc3O)cnc21
18. CCOC(=O)c1sc(=S)n(-c2cccc(C(F)(F)F)c2)c1SC
19. COc1ccc2c(c1OC)C(=O)OC2Nc1nc(-c2cc3cc(Br)ccc3oc2=O)cs1 (stereo unspecified)
20. CCOc1cc2c(cc1O)C(=NOC)CC1C2CCC2(C)C(O)CCC12 (stereo unspecified)
assay / compound,11,12,13,14,15,16,17,18,19,20
CRFBP-R2 block,-18,12,-6,nt,-11,6,4,10,-1,-35
CHRM4 PAM,7,-1,-5,3,15,-1,-12,-2,0,2
CHRM4 agonist,1,1,1,1,0,2,2,0,2,3
CHRM5 PAM,11,-6,-3,1,9,2,-6,-1,8,-5
M4 antag,-5,4,-1,-1,6,6,15,5,-1,-12
CRFR2-BP ag,-1.1,-1.2,6.4,nt,3.2,-3.2,1.0,-1.9,-2.4,-2.7
M1 PAM,7,0,0,-1,5,5,0,2,-2,1
M5 ag,-10,-4,2,0,-1,-11,0,-3,-6,3
CHRM5 antagonist,-1,13,1,0,5,6,16,-4,-4,7

21. COc1ccc2sc3cccc(NCCN(C)C)c3c(=O)c2c1
22. COc1cccc(C(=O)Nc2ccc(C(F)(F)F)n(C)c2=O)c1
23. COc1cccc(CN2C(=O)CCC2(C)C(=O)NC2CCCCCC2)c1 (stereo unspecified)
24. Cc1ccc2c(c1)C1(OCCO1)C(=O)N2
25. COCCN1CC(C(=O)NCc2ncccc2C)CCC1=O (stereo unspecified)
26. O=C(O)CC(CC(=O)Nc1ccc2ccccc2n1)c1ccccc1 (stereo unspecified)
27. O=C(COc1ccc2c3c(c(=O)oc2c1)CCC3)NCc1cccnc1
28. Nc1cccc2c1C(=O)N(C(=O)c1ccc(Cl)c(S(=O)(=O)N3CCCCCC3)c1)C2=O
29. CC(=NNC(=O)c1ccncc1)c1ccc2ccccc2c1O
30. COc1ccc(C2NC(=S)N(c3ccccc3)C(C)=C2C(=O)Nc2ccccc2)cc1 (stereo unspecified)
assay / compound,21,22,23,24,25,26,27,28,29,30
CRFBP-R2 block,nt,-3,-23,-11,19,5,-5,0,-328,-4
CHRM4 PAM,-2,2,-6,-1,-1,1,0,0,-13,2
CHRM4 agonist,3,2,2,0,1,1,1,1,57*,3
CHRM5 PAM,-4,5,-7,2,-4,0,3,-4,-48,1
M4 antag,3,-10,20,-3,-2,-11,3,3,11,2
CRFR2-BP ag,nt,-1.6,0.1,0.0,-0.3,-1.2,-0.8,-0.4,297*,-1.3
M1 PAM,-5,6,-15,10,7,0,2,2,-27,-1
M5 ag,-4,-6,-6,-1,-3,-3,0,-3,194*,-7
CHRM5 antagonist,5,-7,5,2,-6,5,1,3,19,-3

31. O=C(Nc1ccc([N+](=O)[O-])cn1)C1CCCCC1
32. Cn1cc(Cl)c(-c2n[nH]c(=S)n2-c2ccc(F)cc2)n1
33. Cc1ccc(-n2nc3c(=O)n(CCCC(=O)NCc4cccc(F)c4)nc(C)c3c2C)cc1
34. COc1ccc(N2CCN(C(CNC(=O)c3cccs3)c3ccco3)CC2)cc1 (stereo unspecified)
35. O=C(c1ccc(F)cc1)N1CCC(C(=O)N2CCN(S(=O)(=O)c3cccc(Cl)c3)CC2)CC1
36. CC1CCCC(NC(=O)COC(=O)c2cc3ccccc3oc2=O)C1C (stereo unspecified)
37. CCN(CC)CC#Cc1ccc(C)cc1
38. COc1ccc(NC(=O)C2CCN(S(=O)(=O)c3cccc4nonc34)CC2)cc1
39. CC(=O)Nc1ccc(NC(=O)C(C)OC(=O)C2CCN(S(=O)(=O)c3ccccc3C(F)(F)F)CC2)cc1 (stereo unspecified)
40. S=c1[nH]nc(-c2ccco2)n1/N=C/c1cccc(Cl)c1Cl
assay / compound,31,32,33,34,35,36,37,38,39,40
CRFBP-R2 block,-26,5,-2,-6,12,-3,5,7,-7,-16
CHRM4 PAM,2,3,-1,-1,-2,2,-9,-5,3,-1
CHRM4 agonist,0,2,9,1,3,2,1,15,2,0
CHRM5 PAM,3,-3,4,1,0,1,-7,-6,4,-5
M4 antag,13,4,-17,-6,-5,-4,-1,-15,-5,7
CRFR2-BP ag,-1.4,0.7,0.0,-1.4,-0.2,0.3,-0.3,-1.0,0.1,2.2
M1 PAM,2,6,1,6,3,7,-2,-3,8,3
M5 ag,-4,-1,-4,2,-1,-1,-13,1,-1,0
CHRM5 antagonist,3,7,-14,6,0,0,18,-1,-2,7

From entry 36 as far as 40, copied from above:
36. CC1CCCC(NC(=O)COC(=O)c2cc3ccccc3oc2=O)C1C (stereo unspecified)
37. CCN(CC)CC#Cc1ccc(C)cc1
38. COc1ccc(NC(=O)C2CCN(S(=O)(=O)c3cccc4nonc34)CC2)cc1
39. CC(=O)Nc1ccc(NC(=O)C(C)OC(=O)C2CCN(S(=O)(=O)c3ccccc3C(F)(F)F)CC2)cc1 (stereo unspecified)
40. S=c1[nH]nc(-c2ccco2)n1/N=C/c1cccc(Cl)c1Cl
assay / compound,36,37,38,39,40
CRFBP-R2 block,-3,5,7,-7,-16
CHRM4 PAM,2,-9,-5,3,-1
CHRM4 agonist,2,1,15,2,0
CHRM5 PAM,1,-7,-6,4,-5
M4 antag,-4,-1,-15,-5,7
CRFR2-BP ag,0.3,-0.3,-1.0,0.1,2.2
M1 PAM,7,-2,-3,8,3
M5 ag,-1,-13,1,-1,0
CHRM5 antagonist,0,18,-1,-2,7

New compounds follow
41. COc1ccccc1NC(=O)C1CCN(C(=O)C2CC(=O)N(c3ccc(C)cc3)C2)CC1 (stereo unspecified)
42. CCN(CC(=O)NCC(=O)Nc1ccc(Br)cc1C)Cc1ccccc1
43. Cn1cc(CN2CCCCC2c2ccccn2)c(-c2ccc3c(c2)OCCO3)n1 (stereo unspecified)
44. CCN(CC(=O)NCc1ccc(F)cc1)C(=O)/C=C/c1ccc(OC)c(S(=O)(=O)NC(C)C)c1
45. O=C(Cn1ccc2ccccc2c1=O)NCC(=O)N1CCCCC1
46. O=C(Nc1cc(C(F)(F)F)ccc1N1CCOCC1)c1ccc[n+]([O-])c1
47. COc1ccc(C(=O)Cn2c(N3CCCCC3)nc3c2c(=O)n(C)c(=O)n3C)cc1OC
48. COc1ccc2[nH]c(=O)c(CN(Cc3cccs3)S(=O)(=O)c3c(C)ccc4nsnc34)cc2c1
49. COc1ccc(C(=O)OCCN2CCOCC2)cc1OC
50. COc1ccc(Nc2ncc(C(=O)O)c3ccccc23)cc1
assay / compound,41,42,43,44,45,46,47,48,49,50
CRFBP-R2 block,-4,-10,11,-5,-13,-58,1,-16,7,-18
CHRM4 PAM,4,-5,5,-1,-11,-2,-4,-25,5,3
CHRM4 agonist,2,1,0,1,0,0,0,17,2,1
CHRM5 PAM,-3,3,-1,6,2,-5,7,-17,9,-1
M4 antag,0,-10,-2,8,5,9,1,32*,1,7
CRFR2-BP ag,1.7,-1.3,-2.7,1.2,-0.2,7.2,-1.3,0.2,1.6,0.3
M1 PAM,3,6,8,3,7,-6,6,-14,7,2
M5 ag,0,-3,-1,-2,-4,-2,-1,4,-3,-2
CHRM5 antagonist,10,1,3,-16,3,-9,-3,25,0,-8

51. CCCc1c(C)nc(N2CCN(c3ccc(F)cc3)CC2)[nH]c1=O
52. O=C(CSc1nnc(C23CC4CC(CC(C4)C2)C3)o1)Nc1ccc(N2CCOCC2)c(Cl)c1
53. Cc1cccc(NC(=O)CN2CCN(C(=O)c3oc4c(Cl)cccc4c3C)CC2)c1C
54. CCn1c(SCC(=O)c2ccccc2)nnc1-c1cccs1
assay / compound,51,52,53,54
CRFBP-R2 block,8,-22,4,-7
CHRM4 PAM,6,7,6,0
CHRM4 agonist,4,1,6,2
CHRM5 PAM,-2,-1,-1,-1
M4 antag,-3,4,-18,9
CRFR2-BP ag,-1.6,3.2,1.8,-0.1
M1 PAM,5,7,0,3
M5 ag,1,0,0,0
CHRM5 antagonist,1,-12,3,2

Laid out differently: entries from further up
nr | smiles | CRFBP-R2 block | CHRM4 PAM | CHRM4 agonist | CHRM5 PAM | M4 antag | CRFR2-BP ag | M1 PAM | M5 ag | CHRM5 antagonist
52 | O=C(CSc1nnc(C23CC4CC(CC(C4)C2)C3)o1)Nc1ccc(N2CCOCC2)c(Cl)c1 | -22 | 7 | 1 | -1 | 4 | 3.2 | 7 | 0 | -12
53 | Cc1cccc(NC(=O)CN2CCN(C(=O)c3oc4c(Cl)cccc4c3C)CC2)c1C | 4 | 6 | 6 | -1 | -18 | 1.8 | 0 | 0 | 3
